Compound activity: PubChem BioAssay, National Center for Advancing Translational Sciences (NCATS)
HCV inh – HCV inhibition | Huh7.5.1 HCVcc-Cre infection, luciferase reporter, 44 h | Potency, µM (highest dose often 41.8 µM), without a hit: at the highest dose activity change, negative = inhibition, hits mostly inhibitors | actives 3.4% (n = 340,000) | AID 651820; further: potency means the concentration at half of the fitted maximal effect
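Infectious HCVcc-Cre (~0.5 moi) was added to cells just after compound, with cells seeded 4 h earlier at 1,000 per well. Luciferase activity after 44 h culture reported infection; substrate was incubated 15 min at room temperature before reading.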
HCMV inh – blocks human cytomegalovirus replication | activity change, negative = inhibition, % at 57.5 µM | actives 4.5% (n = 410,000) | AID 1259415 | HFF cells, HCMV-luciferase reporter, 72 h; hits give low values; in the data active means activity change below about -60%; inconclusive means no clear call, values can overlap the other calls; inactive means above about -39%
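Cell-based, HFFs, 1000 cells/well, 16 h 37C; cpds in DMSO + HCMV-luc, MOI 1 PFU/cell; 72 h 37C; OneGlo luminescence after 5 min RT; norm. to buffer vs Salinomycin 10uM.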
Sm TGR inh – S. mansoni TGR enzyme inhibition. purified TGR, DTNB reduction, TNB absorbance 405 nm. Potency, µM (titrated, usually from 114 µM), for the others: top-dose activity change, negative = inhibition, usual class: inhibitors. actives 3% (n = 360,000). AID 485364; further: potency means the concentration at half of the fitted maximal effect; nearly all actives have a fitted effect of over 60% in size
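Kinetic colorimetric format: TGR-catalysed, NADPH-driven DTNB reduction monitored via TNB absorbance. Enzyme dispensed at 20 nM; compound exposure 15 min at room temperature before reaction start.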
FBPA Giardia inh – blocks Giardia fructose-bisphosphate aldolase activity. AID 2451. Potency, µM (titrated, usually from 59.6 µM), without a hit: at the top dose activity, negative = inhibition, usual class: inhibitors. A8B2U2. actives 0.71% (n = 290,000). purified Giardia FBPA; further: potency means the concentration at half of the fitted maximal effect; nearly all actives have a fitted effect of over 55% in size
Target sequence (A8B2U2 whole entry, looked up): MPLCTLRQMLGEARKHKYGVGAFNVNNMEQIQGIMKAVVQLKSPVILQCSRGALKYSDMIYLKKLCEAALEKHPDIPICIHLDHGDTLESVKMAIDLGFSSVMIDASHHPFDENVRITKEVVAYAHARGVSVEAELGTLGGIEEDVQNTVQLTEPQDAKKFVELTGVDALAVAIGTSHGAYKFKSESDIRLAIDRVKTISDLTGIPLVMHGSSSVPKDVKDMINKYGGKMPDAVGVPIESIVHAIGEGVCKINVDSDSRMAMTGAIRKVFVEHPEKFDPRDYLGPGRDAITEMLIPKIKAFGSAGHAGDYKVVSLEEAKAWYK
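40 nM FBPA preincubated 10 min at RT with compound (up to 57.5 uM final), then substrate plus GAPDH/TPI/NAD/arsenate coupling and diaphorase/resazurin added. Fluorescence read after 20 min at RT, 525/598 nm.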
AmpC inh no detg – AmpC beta-lactamase inhibition without detergent; AmpC nitrocefin hydrolysis, absorbance 480 nm, 0.0001% Triton; Potency, µM (titrated, usually from 57.1 µM), for inactives: top-dose activity change, negative = inhibition, hits mostly inhibitors; actives 0.52% (n = 330,000);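 further: potency means the concentration at half of the fitted maximal effect; plate controls were no compound for no effect and no enzyme for full effect; nearly all actives have a fitted effect of over 20% in size; some results filed as inactive show a strong effect at the top dose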
Target sequence (P00811 whole entry, looked up): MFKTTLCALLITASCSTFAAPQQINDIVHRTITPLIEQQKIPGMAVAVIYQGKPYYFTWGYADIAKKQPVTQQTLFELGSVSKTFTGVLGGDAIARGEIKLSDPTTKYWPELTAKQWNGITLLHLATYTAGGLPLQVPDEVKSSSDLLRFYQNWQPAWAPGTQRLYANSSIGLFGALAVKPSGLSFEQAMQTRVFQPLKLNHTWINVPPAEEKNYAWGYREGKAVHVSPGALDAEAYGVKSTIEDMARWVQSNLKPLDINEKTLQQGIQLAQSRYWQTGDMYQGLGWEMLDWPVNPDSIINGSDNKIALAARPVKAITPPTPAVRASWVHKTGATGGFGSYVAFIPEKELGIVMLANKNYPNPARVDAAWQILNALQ
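20 mM phosphate pH 7.0 + 0.01% (detergent screen) or 0.0001% Triton X-100; 5.3 nM AmpC reagent; cpd preinc 15 min RT; nitrocefin (800 uM stock) to start; A480 q20 s × 4 min; Activity was normalised to no-enzyme and no-compound control wells.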
AmpC inh detg – inhibitors of E. coli AmpC beta-lactamase with detergent. AID 485294. P00811. actives 0.041% (n = 370,000). Potency, µM (titrated, usually from 114 µM), for the others: at the top dose activity change, negative = inhibition, usual class: inhibitors. AmpC hydrolysis of nitrocefin, absorbance 480 nm, 0.01% Triton;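 further: potency means the concentration at half of the fitted maximal effect; 0% = no-compound wells and -100% = no-enzyme wells; nearly all actives have a fitted effect of over 25% in size; some results filed as inactive show a strong effect at the top dose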
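AmpC (5.3 nM in the dispensed reagent) in 20 mM phosphate pH 7.0 with 0.01% (detergent screen) or 0.0001% Triton X-100 was preincubated with compounds for 15 min at room temperature. Nitrocefin was then added from an 800 uM solution, and hydrolysis was followed at 480 nm.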
An asterisk follows results filed as active; ? = inconclusive; . = no result given; & = joins results of further samples; [ ] = remark or other dose. Unless noted, the call rests on the fitted dose curve; in most records, active means well fitted curve in the direction sought with a large enough effect; inconclusive means small, poorly fitted or top-dose-only effect, or another doubt; inactive means no such curve, though single readings can be large; an effect the other way counts as inactive or inconclusive. Unless noted, on the % scale 0 is the no-effect control and ±100 the full control effect. An unsorted share of the library; overall some 9.9% were active at least once.

SMILES,HCV inh,HCMV inh,Sm TGR inh,FBPA Giardia inh,AmpC inh no detg,AmpC inh detg
O=c1ccn(-c2cccc(C(F)(F)F)c2)nc1-c1ccn(-c2cccc(Cl)c2)n1,-1%,?,-5%,?,91%[activator],0%
Cc1ccccc1C(=O)N/N=C1/SCC(=O)N1Cc1ccc2c(c1)OCO2,-7%,60,-11%,6%,-49%,-12%
COc1ccccc1NC(=O)NCc1ccccc1F,-13%,-35,12%,-4%,-18%,3%
COc1cc2c(cc1OC)C(COc1ccccc1OC)N(C(=O)C(C)C)CC2 (stereo not drawn),9%,13,0%,0%,49%,3%
CN(C)CCCn1c(SCC(=O)Nc2sc3c(c2C#N)CCCC3)nnc1-c1ccncc1,?,31,1%,?,78%[activator],-9%
Cn1c(SCC(=O)Nc2cccc(F)c2)nnc1-c1cccnc1,12%,3,3%,-7%,-8%,-8%
CCOCC(=O)N1CCN(c2ccc([N+](=O)[O-])cc2)CC1,3%,-14,0%,0%,-18%,4%
Cc1ccc(-n2ncc3c2CC(C)(C)CC3NC(=O)CCc2cnn(C)c2)cc1 (stereo not drawn),4%,?,-1%,.,90%[activator],0%
O=C(CSc1nnc(-c2ccccc2Br)o1)Nc1cccc2ccccc12,-12%&-3%,106,2%,10%,-44%,7%
COc1ccc(C(=O)Nc2ccc(Cc3ccncc3)cc2)cc1Br,-27%,10,.,-1%,13%,-7%
O=C(CSc1nc2ccccc2c(=O)n1CCCN1CCOCC1)Nc1ccccc1OC(F)F,5%,-28,.,.,191%[activator],.
COC(=O)c1ccccc1NC(=O)C(=O)NCc1ccncc1,5%,12,.,11%,-2%,3%
Cn1c(=O)c2c(nc(CN3CCOCC3)n2CCc2ccccc2)n(C)c1=O,-7%,33,-2%,7%,30%,-2%
CC(Oc1ccc(-c2ccccc2)cc1)C(=O)N/N=C/c1cccnc1 (stereo not drawn),-12%,-29,-4%,.,80%[activator],3%
CC(C)NC(=O)C1=NN(c2ccccc2)C(=O)CC1,-11%,-15,0%,5%,-8%,-9%
O=C(NCCCO)C(=O)Nc1ccc2c(c1)N(S(=O)(=O)c1cccs1)CCC2,?,-18,4%,.,17%,-10%
COc1c(C)cc(Br)cc1C(=O)Nc1ccccc1N1CCN(C(=O)c2ccccc2)CC1,?,-11,14%,0%,1%,-2%
CC(OC(=O)c1ccccn1)C(=O)Nc1ccc2c(c1)OCCO2 (stereo not drawn),17%,-24,2%,.,-25%,?
O=C(NCc1cccc(Cl)c1)C1CCCN(c2ncnc3onc(-c4ccc(F)cc4)c23)C1 (stereo not drawn),.,9,-2%,.,.,-6%
COc1cc(/C=N/NC(=O)c2c(C)nc3ccc(Cl)cn23)cc(OC)c1OC,?,29,-15%,-14%,-8%,-14%
COC(=O)c1ccccc1NC(=O)Cn1c(=O)oc2ccc(Cl)cc21,-12%,-4,3%,5%,-23%,?
CN(CC(=O)Nc1ccccc1Cl)C(=O)CCSc1ccc(F)cc1,?,-22,-3%,.,27%,0%
CC(C)N(C)NC(=S)Nc1ccccc1,23%,0,-14%,-22%,3%,-2%
COc1ccc(/C=N/NC(=O)CNC(=O)COc2ccccc2)cc1,4%,-20,-9%,9%,-28%,?
Cc1cccn2c(=O)nc(SCC(=O)N3CCCCCC3)nc12,32%[activator],10,1%,.,-8%,-16%
COc1cc(C2SCC(=O)N2CCN2CCCCC2)ccc1O (stereo not drawn),6%,-22,.,-6%,3%,0%
O=C(N/N=C/c1ccccn1)c1cc(-c2ccccc2)nc2ccccc12,11%,10,6%,14µM*,6%,2%
COc1c2ccccc2c(OC)c2ccccc12,0%,-64*,2%,-4%,-36%,2%
O=C(CN1C(=O)C2CC=CCC2C1=O)Nc1nc2ccc(F)cc2s1 (stereo not drawn),5%,3,-3%,-4%,-9%,-9%
COC(=O)Cn1cnc2ccccc2c1=O,11%,66,0%,5%,-16%,?
O=C(CN1c2ccc(Br)cc2-c2ccccc2S1(=O)=O)N1CCCCC1,.,51,6%,.,.,18%
O=C(NCCCNC(=O)c1ccccc1Br)c1ccccc1Br,7%,46,5%,3%,11%,-11%
O=C(NCCN1CCCCC1)c1cc(COc2c(F)cccc2F)on1,-18%,-16,-5%,-14%,19%,-6%
CCn1nc(C)c(NC(=O)/C=C/c2cnn(C)c2)c1C,4%,-13,9%,-9%,-11%,-1%
Cc1c(NC(=O)COC(=O)Cc2ccc(Br)cc2)c(=O)n(-c2ccccc2)n1C,8%,-11,-13%,.,9%,?
O=C(COC(=O)/C=C/c1ccc(F)cc1)NCc1ccco1,15%,46,3%,3%,-17%,-7%
Cc1cccn2cc(-c3c[nH]c4ccccc34)nc12,-15%,184,8%,-18%,-18%,-1%
Cc1c(CCC(=O)N2CCC[C@H]2C(=O)O)c(=O)oc2c(C)c3oc4c(c3cc12)CCCC4,-18%,-34,-10%,-5%,103%[activator],?
CC(=O)C1=C(O)C(=O)N(Cc2ccco2)C1c1ccc2c(c1)OCO2 (stereo not drawn),7%,-29,?,-2%,-19%,-2%
CCNc1c(NC(=O)c2cccs2)c(=O)oc2ccccc12,3%,19,0%,-1%,-10%,-2%
O=c1[nH]ncc2c3ccccc3n(Cc3ccc(F)cc3)c12,-15%,?,1%,5%,-35%,0%
OCCC1CN(Cc2cccc(-c3ccco3)c2)CCN1Cc1ccsc1 (stereo not drawn),-12%,-2,-31%[57.1 µM],1%,77%[activator],-14%
CCOC(=O)c1c(C)n(C(C)C)c2ccc(OC)cc12,?,18,9%,5%,52%,6%
Cc1ccc(OCCOC(=O)Nc2ccccc2)cc1,10%,-62*,1%,1%,-26%,-13%
N#Cc1c(C(F)(F)F)cc(=O)[nH]c1SCC(=O)O,35%[activator],12,?,21%,-21%,-9%
CC(C)(C)N1C(=O)c2ccc(C(=O)O)cc2C1=O,13%,-13,-2%,16%,-5%,-13%
O=C(NCCCn1ccnc1)Nc1ccc(Cl)cc1,15%,4,-7%,.,-16%,1%
CC1(c2ccccc2)NC(=O)N(NC(=O)COC(=O)c2cc(Br)ccc2O)C1=O (stereo not drawn),8%,-7,0%,.,-15%,-17%
O=C(N/N=C/c1ccccc1Br)C1CC1,20%,96,-1%,-4%,-13%,-6%
O=C(CSc1n[nH]c(=O)[nH]c1=O)N/N=C/c1ccccc1O,21%,-7,5%,-30%,-22%,2%

Four entries drawn at random from the list so far, as already listed:
SMILES,HCV inh,HCMV inh,Sm TGR inh,FBPA Giardia inh,AmpC inh no detg,AmpC inh detg
N#Cc1c(C(F)(F)F)cc(=O)[nH]c1SCC(=O)O,35%[activator],12,?,21%,-21%,-9%
CCOC(=O)c1c(C)n(C(C)C)c2ccc(OC)cc12,?,18,9%,5%,52%,6%
O=C(CSc1n[nH]c(=O)[nH]c1=O)N/N=C/c1ccccc1O,21%,-7,5%,-30%,-22%,2%
O=C(NCCCn1ccnc1)Nc1ccc(Cl)cc1,15%,4,-7%,.,-16%,1%

Later entries
SMILES,HCV inh,HCMV inh,Sm TGR inh,FBPA Giardia inh,AmpC inh no detg,AmpC inh detg
O=C(COc1ccc(-c2ccccc2)cc1)NNC(=O)Nc1ccc(F)cc1F,3%,-1,1%,.,-56%,-4%
Cc1cc(C)c2nc(N3CCC(C(=O)NCCN4CCOCC4)CC3)sc2c1,-10%,-34,-1%,8%,0%,-1%
COc1ccc(NC(=O)C2CC(=O)N(c3ccccc3C)C2)c(OC)c1 (stereo not drawn),-4%,4,3%,2%,-11%,5%
CSc1ccc(/C=N/N(C)S(=O)(=O)c2ccc(C)cc2)cc1,?,-38,12%,-8%,-14%,?
Cc1ccc(S(=O)(=O)NNC(=O)c2snnc2C)cc1,?,18,-11%,1%,-9%,-1%
COc1ccc(OC)c(/C=N/NC(=O)c2ccc(Cn3cc([N+](=O)[O-])cn3)o2)c1,?,?,3%,4%,40µM*,?
COc1cccc(C(=O)C2CCCN(C(=O)CCc3scnc3C)C2)c1 (stereo not drawn),-11%,5,0%,6%,25%,-5%
CCN1CCN(C(=O)c2cc3c(=O)n(C)c4ccccc4c3n2C)CC1,-16%,38,?,-20%,11µM*,?
CC(C)COC(=O)Nc1nnc(SCc2ccccc2F)s1,2%,20,-5%,4%,-15%,1%
CCOc1ccc(NC(=O)CSc2nccn2-c2cccc(C)c2C)cc1,.,-22,4%,.,.,6%
CCN(c1ccc(OC)cc1)S(=O)(=O)N1CCCC(C(=O)NCc2ccccc2Br)C1 (stereo not drawn),-21%,-9,-4%,.,11%,-3%
CCOP(=S)(OCC)N1CCOCCOCCN(P(=S)(OCC)OCC)CCOCCOCC1,-16%,17,-14%,-1%,217%[activator],-1%
COc1ccc(C)cc1NC(=O)C1COc2ccccc2C1 (stereo not drawn),.,-16,5%,.,.,22%
O=C(COC(=O)c1ccco1)Nc1ccc2[nH]c(=O)[nH]c2c1,8%,-1,7%,.,-27%,3%
CCc1ccc(NC(=O)c2sc3nc4n(c(=O)c3c2C)CCC4)cc1,?,-29,-9%,.,168%[activator],-5%
COc1cc(NS(=O)(=O)c2cccs2)cc(OC)c1,.,16,-1%,.,.,11%
CCOC(=O)c1c(C)[nH]c(C)c1C(=O)COC(=O)/C=C/c1ccc(OC)cc1,?,3,-4%,.,-13%,0%
COc1ccccc1C(=O)CC1(O)C(=O)N(CC(N)=O)c2ccccc21 (stereo not drawn),.,7,1%,.,.,1%
Cc1ccc2nc(SCC(=O)c3ccc(Cl)cc3)nc(=O)n2c1,12%,-26,-15%,.,0%,-18%
CCN(CC)C(=O)c1ccc(C(=O)Nc2ccc(F)cc2)cc1,1%,41,-4%,.,-15%,?
CCOC(=O)C1CCN(CC(=O)N2C(C)CCCC2C)CC1 (stereo not drawn),.,-7,46%[activator],-18%,12%,?
CCOC(=O)C1=C(Cc2ccc(F)cc2)C(=O)c2ccccc2C1=O,7.9µM*,18,?,1.8µM*,-39%,-12%
CCOC(=O)NC(N(O)c1cccc(Cl)c1)C(Cl)(Cl)Cl (stereo not drawn),10%,-10,28µM*,-14%,-16%,1%
Cc1ccc(-c2nnc3ccccc3c2C(=O)Nc2ccc(C)c(F)c2)cc1,.,0,-4%,.,.,0%
CCSc1oc(-c2ccc(F)cc2)nc1S(=O)(=O)c1ccc(C)cc1,.,-65*,1%,.,.,?
Cc1cc(C(=O)CSc2nc(N)cc(=O)[nH]2)c(C)n1CCc1ccc(Cl)cc1,11µM*,?,6%,5%,-34%,1%
